NR3A LBD binder: binders of NR3A ligand-binding domain, primary screen, biophysical, differential scanning fluorimetry, uHTS; NR3A LBD differential scanning fluorimetry, Tm shift; 0% = protein alone, 100% = glycine-bound protein; Tm shift relative to glycine control, % at 25 µM; 2.5% of 340,000 active; AID 1259313, 2017;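 active = melting temperature shift of at least 10% of the positive control shift, at one fixed dose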
APOBEC3A inh: APOBEC3A ssDNA deaminase inhibitors, primary screen, selectivity assay for APOBEC3G inhibitor project, biochemical, FAM/TAMRA oligo cleavage fluorescence; inhibition, % at 20 µM; DNA dC->dU-editing enzyme APOBEC-3A (Homo sapiens), P31941; AID 493011, 2011; 0.41% of 330,000 active; recombinant A3A, FAM/TAMRA ssDNA deamination fluorescence;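 active = at least 40% inhibition at 20 µM here, with at most 30% in a related deaminase screen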;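 also: plate controls were A3A with DMSO for no effect and wells lacking A3A enzyme for full effect; some results filed as inactive read as strong as hits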
Target sequence (P31941 whole entry, looked up): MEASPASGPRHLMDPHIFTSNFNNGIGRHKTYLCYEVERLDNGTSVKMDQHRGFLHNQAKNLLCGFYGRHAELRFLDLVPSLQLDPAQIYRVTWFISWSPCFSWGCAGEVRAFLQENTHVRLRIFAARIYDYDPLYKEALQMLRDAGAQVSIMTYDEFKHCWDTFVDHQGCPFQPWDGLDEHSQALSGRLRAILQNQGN
APOBEC3G inh: APOBEC3G DNA deaminase inhibitors, primary screen, biochemical, fluorescence, single-stranded DNA substrate, uHTS; DNA dC->dU-editing enzyme APOBEC-3G (Homo sapiens), Q9HC16; recombinant A3G, ssDNA deamination FAM/TAMRA fluorescence; inhibition, % at 20 µM; 0.28% of 330,000 active;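 active = inhibition of at least 40% at 20 µM, with no more than 30% in the related APOBEC3A deaminase screen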;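 also: plate controls were DMSO wells with A3G for no effect and wells lacking A3G enzyme for full effect; some compounds called inactive have numbers as strong as hits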
Target sequence (Q9HC16 whole entry, looked up): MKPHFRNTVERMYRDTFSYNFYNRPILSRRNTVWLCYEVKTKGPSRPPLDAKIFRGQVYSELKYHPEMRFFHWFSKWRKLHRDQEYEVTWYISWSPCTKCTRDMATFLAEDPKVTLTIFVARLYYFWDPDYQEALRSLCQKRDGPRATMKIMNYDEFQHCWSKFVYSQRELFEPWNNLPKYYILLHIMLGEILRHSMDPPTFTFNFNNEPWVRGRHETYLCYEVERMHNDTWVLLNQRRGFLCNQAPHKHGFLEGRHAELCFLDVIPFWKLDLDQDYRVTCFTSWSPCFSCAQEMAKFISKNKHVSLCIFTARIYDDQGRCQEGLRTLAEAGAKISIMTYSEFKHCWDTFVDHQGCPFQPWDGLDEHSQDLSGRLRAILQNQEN
Gli-Sufu antag: Gli-Sufu pathway antagonists, primary screen, luciferase luminescence, Sufu-KO-LIGHT cells, uHTS; inhibition, % at 5 µM; AID 588413, 2011; Sufu-KO-LIGHT fibroblasts, Gli luciferase reporter luminescence; 0.74% of 340,000 active;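 active = inhibition above about 55%, limit read from the data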;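 also: 0% = DMSO-treated cells and 100% = wells with medium but no cells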
CXCR6 block: CXCR6 receptor inhibitors, primary screen, cell-based, beta-arrestin, luminescence, CHO-K1 PathHunter, 1536-well. C-X-C chemokine receptor type 6 (Homo sapiens), O00574. inhibition, % at 20 µM. 0.36% of 360,000 active; in the data active = inhibition above about 34%, passing the limit was not always enough;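 also: antagonist mode with CXCL16 agonist at 10 nM final; 0% = 10 nM CXCL16 with DMSO and 100% = unstimulated wells without agonist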
CCR6 antag: CCR6 receptor antagonists, primary screen, cell-based, CHO-K1, luminescence, beta-arrestin, uHTS | 0.49% of 340,000 active | inhibition, % at 20 µM | CHO-K1 CCR6 PathHunter beta-arrestin, CCL20-stimulated;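 active = compounds whose inhibition of the agonist-driven luminescence signal at 20 µM reaches about 50%, limit read from the data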;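 also: cells stimulated with CCL20 at 14 nM final; plate controls were DMSO with CCL20 for no effect and DMSO without agonist for full effect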
Target sequence (P51684 whole entry, looked up): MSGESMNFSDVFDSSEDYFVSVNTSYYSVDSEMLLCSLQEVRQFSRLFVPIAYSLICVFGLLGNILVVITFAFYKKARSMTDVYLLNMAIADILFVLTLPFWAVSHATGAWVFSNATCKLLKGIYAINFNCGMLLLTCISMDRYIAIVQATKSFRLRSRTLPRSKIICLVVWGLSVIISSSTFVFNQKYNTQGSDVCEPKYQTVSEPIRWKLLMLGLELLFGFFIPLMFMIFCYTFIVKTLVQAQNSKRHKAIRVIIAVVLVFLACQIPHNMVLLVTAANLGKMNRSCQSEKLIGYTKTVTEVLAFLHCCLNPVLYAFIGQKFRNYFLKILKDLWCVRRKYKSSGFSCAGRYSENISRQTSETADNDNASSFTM
EBI2 block: EBI2 receptor antagonists, beta-arrestin recruitment, primary screen, cell-based, luminescence, 7a,25-OHC stimulation, uHTS; inhibition, % at 5 µM; 7a,25-OHC stimulated; G-protein coupled receptor 183 (Homo sapiens), P32249; 0.81% of 360,000 active; in the data active = inhibition above about 38%;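 also: enzyme fragment complementation signal reports receptor beta-arrestin coupling in cells; 0% = agonist plus DMSO wells and 100% = wells without agonist; some results beyond the cut were filed as inactive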
MPTP block: mitochondrial permeability transition pore inhibitors, primary screen, biochemical, isolated mouse mitochondria, absorbance. inhibition, % at 10 µM. AID 602449, 2012. 1.4% of 360,000 active. Ca2+ swelling absorbance, 30 min;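 active = inhibition of 50% or more, scaled per plate between neutral and stimulator controls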;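 also: 0% = DMSO wells given calcium and 100% = 1 mM EGTA wells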
The depositor's hits bear a star; x = not tested or not shown. The order is random, and some 5.8% of all compounds hit somewhere here.

The line under a structure holds: EBI2 block | APOBEC3G inh | CCR6 antag | CXCR6 block | APOBEC3A inh | Gli-Sufu antag | MPTP block | NR3A LBD binder
1. CC(C)CCN1CCC(C)(NC(=O)c2ccccc2)C1=O (centres undefined)
    -9 | -4 | 4 | -2 | 0 | -29 | -1.4 | 2
2. CCCOc1ccc(NC(=O)CC2Nc3ccccc3NC2=O)cc1 (centres undefined)
    1 | -2 | 0 | 0 | 6 | -7 | 1.3 | -6
3. CC(CNC(=O)CCc1ccccc1)NC(=O)CCc1ccccc1 (centres undefined)
    -1 | -6 | 8 | -3 | -2 | 6 | 0.6 | 1
4. O=C(O)c1ccccc1C(=O)Nc1ccc(Br)c2cccnc12
    8 | -11 | 6 | 8 | -3 | -2 | -0.8 | 2
5. Cc1n[nH]c(=O)c2c(NC(=O)CSc3nc4ccccc4c(=O)n3CCCOC(C)C)oc(C)c12
    -6 | -7 | 19 | 6 | -1 | -6 | -0.3 | 0
6. CCOc1ccc(CNC(=O)Nc2ccccc2)cc1
    10 | -6 | -4 | 0 | -2 | -22 | -0.3 | -4
7. CC(C)CCN(C(=O)c1csnn1)C(C(=O)NC1CCCC1)c1ccc(F)cc1 (centres undefined)
    -5 | 1 | 18 | 3 | -1 | -7 | -0.1 | -2
8. CCOc1ccc(C2C=C(c3ccc(C)cc3)Nc3nnnn32)cc1 (centres undefined)
    13 | -10 | -7 | -12 | -4 | -1 | 73* | 3
9. O=C(Cn1c(=O)n(Cc2ccc3c(c2)OCO3)c(=O)c2ccccc21)N1CCCc2ccccc21
    7 | -6 | 1 | 3 | -4 | -1 | 0.0 | 4
10. C=C(C)Cn1c(SCC(=O)NCc2ccco2)nc2sc3c(c2c1=O)CCC3
    9 | -2 | 2 | 7 | 2 | 6 | 0.1 | -2
11. Cc1ccc(Oc2nnc(-c3cccs3)c3ccccc23)cc1C
    -11 | -1 | 26 | 3 | -2 | 33 | 2.3 | -3
12. CCCCN1CCS(=O)(=O)N(Cc2ccccc2Br)CC(C(=O)OC)C1 (centres undefined)
    15 | 2 | 13 | -3 | 1 | 4 | 1.1 | -1
13. O=C(Nc1ccccc1)/C(=C\c1ccc(F)cc1)NC(=O)c1ccco1
    -13 | -4 | 9 | 3 | 0 | 29 | -2.9 | 0
14. CN(C(=S)Nc1ccc(SC(F)F)cc1)C(c1ccccc1)c1ccccc1
    15 | -9 | 8 | 2 | -5 | 0 | 0.5 | 3
15. CC(C)c1ccc(-c2nn(-c3ccccc3)cc2C(=O)NCC2CCCO2)cc1 (centres undefined)
    1 | -4 | 11 | 1 | -2 | -3 | 0.5 | -4
16. O=c1c(=O)n2c(nn1Cc1ccc(F)cc1)sc1ccccc12
    -5 | -3 | 8 | 3 | -1 | 2 | 0.5 | 1
17. COC(=O)c1cc2c(s1)-c1ccc(OC)cc1CC2
    -6 | -9 | -15 | 2 | -3 | -37 | -0.5 | 4
18. CC(OC(=O)c1nsc(Cl)c1Cl)C(=O)NCc1ccco1 (centres undefined)
    -15 | -5 | -5 | 0 | -1 | -1 | -0.3 | -1
19. COC(=O)/C=c1/s/c(=C(/C#N)C(=O)N2CCCCC2)n(-c2ccccc2)c1=O
    20 | -7 | -11 | 1 | 0 | -3 | -1.0 | -2
20. CSc1nc2nc3c(cc2c(=O)n1-c1ccccc1)COC(C)(C)C3
    5 | -5 | -8 | -6 | 11 | -8 | 0.0 | 0
21. COc1ccc(/C=N/NC(=O)CC(=O)NC2CCCCC2)cc1
    -9 | 0 | 3 | -7 | -2 | -1 | -1.2 | 0
22. O=C(/C=C/c1ccco1)N/C(=C\c1ccco1)C(=O)NCCc1nc2ccccc2[nH]1
    1 | -2 | -1 | 6 | 3 | -1 | 0.3 | -6
23. O=C(NCc1ccccc1)Nc1cccn(Cc2ccc(Cl)cc2)c1=O
    -2 | -3 | 5 | 3 | 2 | 0 | -0.8 | 5
24. Cc1ccc(C(=O)c2sc3c(c2N)c(=O)[nH]c(=O)n3CCc2ccccc2)cc1
    22 | -8 | 12 | 2 | -1 | 25 | 1.6 | -14
25. CC(C)(O)CN(C(=O)c1ccccc1)C1CCCCC1
    -7 | x | 9 | 0 | x | 5 | -0.7 | -1
26. COC(=O)c1ccc(C2/C(=C(/O)c3ccc(OC)cc3)C(=O)C(=O)N2c2cc(C)on2)cc1 (centres undefined)
    -6 | 0 | 6 | -2 | 0 | 0 | -0.7 | 6
27. COC(=O)C1CN(C(=O)C(C)Oc2cc(C)ccc2C(C)C)c2ccccc2O1 (centres undefined)
    7 | -5 | 23 | 17 | 1 | 13 | 0.0 | 3
28. Cc1nnc2c3ccccc3c(-c3ccccc3)nn12
    0 | -8 | 15 | 9 | -5 | 21 | 0.5 | -1
29. CCNc1nc(NCC)n2c(SCC(=O)Nc3cc(OC)ccc3OC)nnc2n1
    -6 | -6 | -1 | -8 | 1 | 0 | -1.2 | 0
30. Cc1ccc(CNC(=O)COC(=O)c2ccc(Br)o2)cc1
    2 | -8 | -3 | -2 | -6 | 2 | -1.2 | -2
31. COc1ccc(S(=O)(=O)NCc2ccccn2)c(Cl)c1Cl
    1 | -8 | -1 | -3 | -6 | -5 | -4.8 | 0
32. C=CCn1c(-c2ccccc2)n[nH]c1=S
    4 | 23 | -11 | -2 | -3 | -1 | 15 | 1
33. COc1cccc(-c2cc(C(F)(F)F)nc(N3CCC(C)CC3)n2)c1
    1 | -2 | 16 | -7 | -3 | 2 | 9.4 | 3
34. CC1CCN(c2nc(-c3ccccc3)c(C#N)c(=O)[nH]2)CC1
    4 | -4 | -8 | 3 | 1 | 6 | -0.1 | 3
35. COCCn1c(CN2CCN(C(c3ccccc3)c3ccccc3)CC2)nc2c1c(=O)n(C)c(=O)n2C
    -1 | -5 | 7 | 6 | -1 | -16 | 0.3 | -7
36. Cc1cc2c(cc1S(=O)(=O)CCC(=O)NC1CCCCC1C)OCC(=O)N2 (centres undefined)
    -7 | -10 | 4 | 0 | 0 | x | -1.4 | -2
37. O=C(CCc1c[nH]c2ccccc12)NC1CC1
    -4 | -7 | 7 | -4 | -1 | -9 | 0.7 | 6
38. CC(C)OC(=O)CSc1nc(-c2ccc(F)cc2)nc2ccc(F)cc12
    -7 | -2 | 3 | 5 | 0 | -1 | -1.6 | -3
39. COc1ccc(C(=O)N/N=C(\C)CC(=O)N2CCN(C=O)CC2)cc1
    -12 | -2 | 14 | -6 | -2 | 4 | -0.2 | 0
40. CS(=O)c1ccc(-n2c(=O)n(Cc3ccccc3)c(=O)c3[nH]cnc32)cc1 (centres undefined)
    7 | -6 | 22 | -4 | 0 | 10 | -1.1 | -1

MPTP block, hit marks shown above.
entry	compound	EBI2 block	APOBEC3G inh	CCR6 antag	CXCR6 block	APOBEC3A inh	MPTP block	NR3A LBD binder
8	CCOc1ccc(C2C=C(c3ccc(C)cc3)Nc3nnnn32)cc1 (centres undefined)	13	-10	-7	-12	-4	73*	3

Next compounds.
The line under a structure holds: EBI2 block | APOBEC3G inh | CCR6 antag | CXCR6 block | APOBEC3A inh | Gli-Sufu antag | MPTP block | NR3A LBD binder
41. Cc1ccc(CN2CCC(CNC(=O)C3CCCN(c4ncnc5c4nc4n5CCCCC4)C3)CC2)cc1 (centres undefined)
    -3 | -4 | 20 | 4 | -1 | 31 | -2.4 | -2
42. COc1cccc(-c2nn(C)c3sc(C(=O)N4CCOCC4)cc23)c1
    3 | 0 | 1 | 1 | -2 | 2 | -0.7 | -1
43. O=c1[nH]cccc1-c1nc2ccccc2n1Cc1ccccc1F
    -10 | -3 | 4 | 4 | 1 | -3 | 1.1 | 3
44. CC(=O)/C(C#N)=C1\NC(=O)C(Cc2ccccc2C)S1 (centres undefined)
    -2 | -4 | 8 | -12 | -3 | 6 | 4.6 | 0
45. Cc1ccc(-c2nnc(N3CCN(C(=O)c4ccco4)CC3)c3ccccc23)cc1
    -15 | 0 | 17 | 9 | 0 | 4 | 6.2 | 0
46. CN(C)/C=C/C(=O)c1ccc(S(=O)c2ccccc2)cc1 (centres undefined)
    0 | -5 | 5 | 2 | -4 | -3 | -1.6 | 1
47. CCCOc1ccc(C2C(C(=O)c3cc4ccccc4o3)=C(O)C(=O)N2c2cc(C)on2)cc1 (centres undefined)
    3 | -8 | 14 | 0 | -9 | 27 | 35 | -7
48. COc1ccc(NC(=O)c2oc3ccccc3c2NC(=O)C2CC2)c(OC)c1
    -4 | -5 | 11 | 6 | -1 | 0 | 3.0 | 4
49. S=C(Nc1ccccc1)N1CCC(Cc2ccccc2)CC1
    13 | -3 | 1 | 4 | -5 | 53 | 0.6 | -5
50. Cc1nc2ccccc2c(=O)n1/N=C/c1ccc(O)c(O)c1O
    -12 | 60 | -5 | -9 | 66 | 8 | 1.4 | -1
51. O=C(COc1ccc([N+](=O)[O-])cc1Cl)NCCc1ccccc1
    -4 | -1 | 5 | 5 | 12 | -11 | -0.9 | -2
52. CCc1cccc(NS(=O)(=O)c2ccc3c(c2)NC(=O)CC(=O)N3)c1
    -17 | -5 | 3 | 4 | -2 | -2 | -0.7 | -1
53. Cc1c(Cl)cccc1NC(=S)N(Cc1cccnc1)Cc1ccccc1Cl
    0 | -7 | -5 | -3 | -3 | -25 | 0.7 | -4
54. CS(=O)(=O)N(CC(=O)NCCSCc1cccc(Cl)c1)c1ccccc1F
    7 | 5 | 11 | 6 | -9 | -5 | 1.7 | 4
55. O=Cc1c(NCc2ccccc2)c2ccccc2[nH]c1=O
    0 | -3 | -4 | 0 | -2 | -3 | 0.0 | -2
56. Cc1cc(C(=O)CSc2nc3ccccc3n2C)c(C)n1C
    5 | -2 | -9 | 2 | -2 | 9 | -0.8 | 1
57. CCCNC(=O)c1ccc(Cn2cc(-c3ccc(OC)cc3)nc2C(C)N)cc1 (centres undefined)
    -20 | -10 | 1 | 2 | -4 | -25 | -0.8 | -2
58. CCc1ccccc1-n1nnnc1-c1cnccc1C(F)(F)F
    -13 | 1 | 8 | 4 | -4 | 1 | 0.6 | -1
59. CCNc1nc(N)nc(Oc2ccc(C(=O)OC)cc2)n1
    -5 | -2 | 0 | -2 | 2 | 0 | 1.4 | 0
60. O=C(Cc1ccc([N+](=O)[O-])cc1)Nc1ccc(Br)cn1
    4 | 18 | 4 | -2 | -1 | -9 | -1.4 | -1
61. O=C1CCN(Cc2ccco2)C(=S)N1
    -5 | x | 6 | 4 | x | -1 | -0.4 | 2
62. C[C@H]1CN=C(Nc2ccccc2)N1CCC1CCCC1
    -3 | -2 | 10 | -2 | 2 | 6 | -1.0 | 0
63. CC(CCc1ccccc1)NC(=O)c1nnc(Cc2ccc(F)cc2)o1 (centres undefined)
    10 | -4 | -9 | -10 | -1 | 7 | -3.0 | 0
64. CCOC(=O)CNc1c(-c2ccc(OC)cc2)nc2ccc(Cl)cn12
    -14 | -5 | 2 | -3 | -2 | -14 | 0.3 | 2
65. CC1CCN(C(=O)COC(=O)C23CC4CC(CC(O)(C4)C2)C3)CC1
    14 | -8 | -1 | 0 | -1 | -18 | -0.1 | -2
66. O=C(CSc1c2c(nc3ccc(Cl)cc13)CCCC2)NCCCN1CCOCC1
    -3 | -4 | 7 | -1 | -1 | -1 | 1.0 | -3
67. COc1ccc(NC(=O)CSc2nnc(-c3cc(C)[nH]n3)n2N)cc1OC
    4 | -3 | -7 | 0 | -1 | -6 | -1.9 | -1

Screening results (PubChem BioAssay)
